LMP1 NFkB inh = inhibitors of Epstein-Barr LMP1-induced NF-kappaB reporter; LMP1-induced NF-kappaB luciferase reporter cells, luminescence; inhibition, % at 12.5 µM; 0.69% of 350,000 active; in the data active = inhibition above about 41%;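 note: 0% = neutral control wells and 100% = reference inhibitor control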
SRC3 inh = human NCOA3 inhibition; Q9Y6Q9; HEK293 GAL4-SRC3 luciferase reporter, luminescence; inhibition, % at 3.6 µM; 0.17% of 360,000 active;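 active = inhibition above a per-campaign cutoff, the mean of all compounds plus 3 SD, cut at about 60% in these data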;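 note: 0% = DMSO-treated cells and 100% = gossypol-treated cells at 36 µM; higher means less SRC3-driven luciferase light from the GAL4 reporter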
NCOA1 inh = inhibits human SRC1 coactivator | 0.12% of 360,000 active | HEK293 GAL4-SRC1 luciferase reporter, luminescence | inhibition, % at 3.6 µM | Q15788 | AID 588354;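 active = inhibition above the campaign mean plus 3 SD, with each screening campaign given its own cutoff, cut at about 60% in these data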;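 note: 0% = DMSO treated cells and 100% = gossypol at 36 µM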
NR2F2 inh = blocks human COUP-TFII nuclear receptor | HEK293T NGFI-A luciferase reporter, luminescence | inhibition, % at 8.6 µM | 0.7% of 370,000 active;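 active = inhibition above a per-plate cutoff, mean inhibition of test wells between control levels plus 3 SD, cut at about 38% in these data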;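 note: cells cotransfected with COUP-TFII expression vector driving the NGFI-A reporter; 0% = median of COUP-TF2 test wells and 100% = reporter-only cells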
MC4R antag cAMP = human MC4R antagonism in cAMP assay. P32245. inhibition, % at 6.5 µM. 0.48% of 360,000 active. MC4R-expressing cells, MTII-stimulated cAMP, LANCE TR-FRET;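 active = inhibition above its plate's cutoff, the mean of tested wells on that plate plus 3 SD, cut at about 29% in these data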;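 note: 0% = Melanotan II alone and 100% = Melanotan II plus saturating MCL0020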
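System – human MC4R-expressing U2OS cells · Also added – Melanotan II · Dosing – one concentration, 6.5 µM nominal · Timing – 30-min compound, 1-h challenge, 1-h detection, room temperature · Measured by – Eu-cAMP/anti-cAMP TR-FRET, emission 671 nm · Replicates – singlicate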
SRC2 inh = human SRC2 (NCOA2) inhibition; Q15596; HEK293 GAL4-SRC2 luciferase reporter, luminescence; inhibition, % at 9 µM; 0.17% of 370,000 active;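 active = inhibition above the mean inhibition of all tested compounds plus 3 SD, set per campaign, cut at about 52% in these data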;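 note: 0% = DMSO treated cells and 100% = cells given Gossypol at 36 µM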
MC4R barr agon = human MC4R agonism via beta-arrestin. P32245. U2OS MC4R beta-arrestin complementation, luminescence; percent of melanotan II response, DMSO zero. 0.98% of 360,000 active. activation, % at 8.9 µM;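 active = activation above a per-plate cutoff, the mean activation of sample wells on that plate plus 3 SD, cut at about 8% in these data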
ABHD5-PLIN5 inh = ABHD5-PLIN5 protein interaction inhibition; Split G. princeps luciferase complementation, luminescence, 4 h; inhibition, % at 4 µM; 0.78% of 360,000 active; AID 602281;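 active = inhibition above the mean inhibition across every tested compound plus 3 SD, cut at about 22% in these data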;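 note: 0% = DMSO only wells and the 100% control is not disclosed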
LRH-1 inv ag = NR5A2 inverse agonism in reporter assay; 0.13% of 360,000 active; AID 602396; inhibition, % at 3.6 µM; HEK293T StAR-luciferase reporter, LRH-1 transfected, 24 h;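 active = inhibition above the mean inhibition of all tested compounds plus 3 SD, cut at about 73% in these data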;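 note: 0% = DMSO wells and 100% = reporter-only cells lacking LRH-1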
Target sequence (O00482 whole entry, looked up): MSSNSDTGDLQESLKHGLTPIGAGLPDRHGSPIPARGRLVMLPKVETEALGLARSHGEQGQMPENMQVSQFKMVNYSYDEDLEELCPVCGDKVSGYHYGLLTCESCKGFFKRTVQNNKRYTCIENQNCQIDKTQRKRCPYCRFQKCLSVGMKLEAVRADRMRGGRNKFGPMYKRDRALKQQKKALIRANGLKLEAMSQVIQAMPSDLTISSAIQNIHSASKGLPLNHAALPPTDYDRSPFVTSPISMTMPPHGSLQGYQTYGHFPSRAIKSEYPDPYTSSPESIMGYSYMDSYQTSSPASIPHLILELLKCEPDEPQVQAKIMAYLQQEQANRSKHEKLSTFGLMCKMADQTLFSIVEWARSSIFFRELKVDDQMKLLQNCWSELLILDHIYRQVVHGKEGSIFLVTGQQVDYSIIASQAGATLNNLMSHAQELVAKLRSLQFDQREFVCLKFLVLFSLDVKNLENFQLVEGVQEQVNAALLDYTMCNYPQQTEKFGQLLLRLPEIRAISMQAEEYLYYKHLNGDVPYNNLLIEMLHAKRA
NOD2-RIPK2 inh = blocks binding of human NOD2 to RIPK2; O43353; CHO BLA complementation NOD2-RIPK2, CCF4 ratio; inhibition, % at 4.98 µM; 0.38% of 360,000 active; in the data active = inhibition above about 21%;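 note: 0% = vehicle only and 100% = reference blocker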
Target sequence (O43353 whole entry, looked up): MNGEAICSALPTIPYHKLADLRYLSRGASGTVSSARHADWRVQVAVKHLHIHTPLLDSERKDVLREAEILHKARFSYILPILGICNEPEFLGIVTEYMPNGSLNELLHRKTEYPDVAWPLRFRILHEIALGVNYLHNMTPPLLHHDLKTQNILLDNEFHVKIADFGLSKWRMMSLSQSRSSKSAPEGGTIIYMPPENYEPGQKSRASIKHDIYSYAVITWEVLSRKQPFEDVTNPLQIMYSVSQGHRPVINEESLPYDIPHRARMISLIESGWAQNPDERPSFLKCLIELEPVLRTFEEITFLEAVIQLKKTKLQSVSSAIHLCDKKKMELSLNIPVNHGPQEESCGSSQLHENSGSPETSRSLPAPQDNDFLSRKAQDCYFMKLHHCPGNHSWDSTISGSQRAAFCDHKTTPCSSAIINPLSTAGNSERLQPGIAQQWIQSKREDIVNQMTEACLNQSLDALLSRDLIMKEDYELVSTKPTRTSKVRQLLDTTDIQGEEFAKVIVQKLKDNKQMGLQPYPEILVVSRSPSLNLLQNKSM
TLR9-MyD88 inh = TLR9-MyD88 interaction inhibition; Q9NR96+Q99836; CHO BLA complementation TLR9-MyD88, CCF4 FRET ratio; inhibition, % at 4.98 µM; 0.21% of 340,000 active; AID 504734;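 active = inhibition above the mean over all tested compounds plus 3 SD, cut at about 21% in these data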;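 note: 0% = DMSO only wells and 100% = clavulanate BLA inhibitor control wells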
Active calls of the source: *; x = no result given. Only part of the results is shown; the hit share may differ from the screen's.

SMILES	LMP1 NFkB inh	SRC3 inh	NCOA1 inh	NR2F2 inh	MC4R antag cAMP	SRC2 inh	MC4R barr agon	ABHD5-PLIN5 inh	LRH-1 inv ag	NOD2-RIPK2 inh	TLR9-MyD88 inh
NS(=O)(=O)c1ccc(NS(=O)(=O)c2ccc(NC(=O)c3ccc(-c4ccccc4)cc3)cc2)cc1	9.1	29.0	-9.5	-12.4	-7.0	-3.3	5.9	-6.4	-13.0	23.7*	3.1
CC(C)Sc1nc(O)c(Cc2ccccc2)c(=O)[nH]1	-6.9	0.4	8.1	-9.2	-1.7	-33.4	3.1	3.4	-9.7	6.1	-8.6
Cc1cc(C)cc(N(CC(=O)Nc2cccc(C)c2C)S(=O)(=O)c2c(C)[nH]c(=O)[nH]c2=O)c1	0.6	11.2	-14.5	-18.9	6.5	-14.5	-2.5	-2.7	5.5	-13.8	2.9
CC(NC(=O)CSC(=S)N(C)C)C12CC3CC(CC(C3)C1)C2 (stereo not given)	-2.4	-2.4	3.5	-1.3	0.2	8.3	-2.4	2.6	20.7	7.7	-6.6
Nn1nnc2ccccc21	-0.9	-66.6	-65.6	-13.8	6.2	-1.4	-0.3	2.3	-87.3	-0.6	2.2
O=C(CCSCCC(=O)NN=Cc1ccccc1O)NN=Cc1ccccc1O	-0.4	-6.4	-4.9	17.1	-1.2	2.6	-1.0	-3.5	-0.4	14.8	-9.1
C=CCSc1nnc(-c2cc(C(C)(C)C)nn2Cc2ccc(F)cc2)n1C	-11.7	17.0	25.7	-7.3	-0.8	0.4	-1.4	0.0	15.6	-0.9	-2.8
CCOCCCNC(=S)N1CCN(CC)CC1	-4.7	-11.5	-5.3	-5.2	-1.8	-24.2	-2.0	-2.8	-4.5	-3.6	-12.3
CCc1nc2ccc(C(=O)N(C)Cc3ccco3)cn2c1N(C)Cc1ccc(OC)cc1	x	-4.4	9.1	12.9	0.5	-16.2	0.0	3.8	-6.3	0.0	x
O=C(CCc1nnc(C2CCCCC2)o1)N1CCN(C2CCCCC2)CC1	-6.8	11.1	-12.5	1.2	15.2	-20.4	1.6	-7.7	3.8	-0.4	x
CN(C)c1ccc(N=Nc2ccccc2C(=O)OCC(=O)N(C)c2ccccc2)cc1	-6.1	-47.6	-18.9	-27.9	7.9	-44.9	-1.4	2.6	-56.4	0.6	0.0
O=C(COC(=O)CC12CC3CC(CC(C3)C1)C2)Nc1ncc(Cl)cc1Cl	10.8	6.8	5.8	2.9	-1.5	3.4	1.2	-5.4	-9.1	-9.6	-0.6
COc1ccc(S(=O)(=O)N2CCCCC2)cc1NC(=O)c1cncc(Br)c1	0.4	6.6	-22.4	-10.1	3.5	3.8	-1.3	1.1	2.5	-5.8	5.6
CCOC(=O)c1ccc2[nH]cc(C(C)=O)c(=O)c2c1	-0.9	5.5	-5.8	-10.2	5.0	-13.9	-1.0	-1.8	12.2	-3.9	-1.1
O=C(c1ccco1)N1CCN(CCCCOc2ccc(F)cc2)CC1	20.0	4.7	2.3	2.0	8.2	-14.4	-2.0	-1.5	-4.3	-2.1	5.8
CCOc1ccc(OCCOC(=O)CNC(=O)c2ccc(Cl)cc2Cl)cc1	-1.2	12.9	-3.5	10.1	7.9	-15.6	-1.5	-10.2	-6.6	8.8	-9.3
O=C(c1ccccc1)c1ccc2nc(Nc3ccccc3)c3nncn3c2c1	11.1	7.5	4.1	-15.9	-7.7	-11.9	2.2	2.5	13.5	-1.2	-16.6
Cc1ccc(NC(=O)N2CCCC(C(=O)O)C2)cc1 (stereo not given)	-5.5	-58.3	9.3	19.9	10.0	-33.2	1.4	-1.8	0.8	-25.0	-10.5
CN1CCN(CCCNC(=O)c2ccc(Cn3c(=S)[nH]c4ccc(Br)cc4c3=O)cc2)CC1	-4.0	-13.8	-9.8	8.4	9.8	-5.4	-3.6	5.9	5.6	-1.3	-4.8
Cn1c(SCC(=O)N2CCOCC2)nnc1-c1ccccc1	-0.5	-17.8	10.6	-13.2	10.1	-13.8	1.2	-13.0	-6.3	-14.2	-3.6
O=C1c2ccccc2C(=O)N1CCc1c[nH]c2ccc(O)cc12	0.3	-11.2	-15.6	-27.8	21.2	0.3	3.7	0.1	-32.4	-0.1	-0.9
COc1ccccc1CCN1CCCC(CN(C)C(=O)CCC(N)=O)C1 (stereo not given)	-20.0	3.8	4.2	-9.3	-0.9	-9.9	0.5	-3.4	4.2	-1.8	4.6
O=C(COc1ccc([N+](=O)[O-])cc1)Nc1ccc(S(=O)(=O)N2CCOCC2)cc1	-1.4	7.2	-58.6	25.1	4.6	26.2	0.6	-9.6	-7.2	7.8	8.7
Cn1c(N)c(C(=O)COC(=O)C2CCC(C(C)(C)C)CC2)c(=O)n(C)c1=O (stereo not given)	14.6	16.5	-24.6	4.4	3.5	-8.9	4.0	-7.2	8.7	8.9	13.0
C#CCOCCOCCOCCNc1nc(N2CCN(C(=O)[C@H](CC(N)=O)n3cc([C@@H](N)C(C)C)nn3)CC2)nc(N2CCN(C(=O)[C@H](CC(N)=O)n3cc([C@@H](N)C(C)C)nn3)CC2)n1	0.4	-18.4	-5.6	-13.5	0.1	-3.0	-1.2	4.3	14.0	5.3	-1.8

An excerpt of these results, with values under each structure:
Screens in order: LMP1 NFkB inh	SRC3 inh	NCOA1 inh	NR2F2 inh	MC4R antag cAMP	SRC2 inh	MC4R barr agon	ABHD5-PLIN5 inh	LRH-1 inv ag	NOD2-RIPK2 inh	TLR9-MyD88 inh
O=C(COC(=O)CC12CC3CC(CC(C3)C1)C2)Nc1ncc(Cl)cc1Cl
    10.8	6.8	5.8	2.9	-1.5	3.4	1.2	-5.4	-9.1	-9.6	-0.6
COc1ccc(S(=O)(=O)N2CCCCC2)cc1NC(=O)c1cncc(Br)c1
    0.4	6.6	-22.4	-10.1	3.5	3.8	-1.3	1.1	2.5	-5.8	5.6

(next part)
SMILES	LMP1 NFkB inh	SRC3 inh	NCOA1 inh	NR2F2 inh	MC4R antag cAMP	SRC2 inh	MC4R barr agon	ABHD5-PLIN5 inh	LRH-1 inv ag	NOD2-RIPK2 inh	TLR9-MyD88 inh
Cc1cc(S(=O)(=O)N2CCCC2)ccc1OCC(=O)NCc1ccco1	-4.7	-3.9	-57.8	7.5	8.4	-26.1	-1.8	-2.5	9.2	0.8	4.4
COc1ccc(CC(=O)NCCS(=O)(=O)N2CCN(c3ccc(F)cc3)CC2)cc1OC	13.1	6.4	2.3	-16.3	-0.2	13.3	-1.0	0.3	4.1	-0.1	4.5
Cc1cc(OCC(=O)N(C)c2c(N)n(Cc3ccccc3)c(=O)[nH]c2=O)c(C(C)C)cc1Cl	-4.9	10.8	-4.1	-11.1	-5.2	-25.6	-1.2	7.2	6.0	-3.7	0.2
CCN1CCN(c2ccc(S(=O)(=O)N3CCOCC3)cc2NC(=O)CCOc2ccccc2)CC1	3.3	6.0	-6.1	2.1	6.1	-38.2	-3.9	6.2	-7.4	-3.8	-5.6
COc1ccc(-c2csc(NC(=O)CN3C(=O)CCC3=O)n2)c(OC)c1	4.1	-2.8	14.8	-4.0	-3.5	-9.0	-0.3	4.6	-11.4	-9.6	9.1
Nc1nc(SCC(=O)N2N=C3/C(=C\c4ccco4)CCCC3C2c2ccco2)n[nH]1 (stereo not given)	-2.2	-5.7	-2.7	-8.9	6.6	-1.9	0.8	0.7	-0.5	-0.2	-2.0
Cc1cc(-c2ccccc2)nc(-c2ccccc2)c1C	-1.6	-0.4	5.4	15.9	3.0	6.8	-0.4	-9.9	-3.2	-9.4	7.0
Cc1cnc2cc([N+](=O)[O-])ccc2n1	1.5	-0.9	-9.3	-1.9	13.7	-10.7	0.9	1.9	4.2	-3.0	-0.6
CC(=O)NC(CC(=O)NC(C)c1ccc(Cl)cc1Cl)c1ccccc1 (stereo not given)	-1.8	9.7	-2.7	3.6	9.5	-8.8	-0.5	0.6	4.4	1.2	4.2
Cc1ccc(C)c(C(C)NC(=O)C2CCCO2)c1 (stereo not given)	-7.5	-4.5	18.1	1.8	6.9	11.5	-0.5	-2.7	-4.7	-6.3	-6.0
CCOc1ccc(-c2cc(CCCC(=O)NCCCOC)no2)cc1	13.1	4.1	3.1	59.2*	3.9	69.2*	-1.9	-4.2	14.6	-6.6	-1.6
CC(=O)c1ccc(NC(=O)Nc2ccc(S(=O)(=O)N3CCCC3)cc2)cc1	0.1	10.4	-37.1	7.2	9.2	14.0	-1.1	-7.0	-1.3	-2.9	-4.9
Cc1nc(NC(C)C(=O)O)c2nc(C)oc2n1 (stereo not given)	0.0	2.8	-1.9	-10.6	-4.9	-9.4	-2.6	0.6	-11.4	-1.1	6.0
CCOC(=O)C1=C(O)C(=O)N(c2ccc(S(N)(=O)=O)cc2)C1c1ccc(Br)cc1 (stereo not given)	1.6	8.5	-7.7	-5.7	9.3	-12.1	-1.3	-5.2	-13.7	-10.7	2.3
O=C(CCCn1nnnc1CN1CCOCC1)N1CCC(c2ccc(F)cc2)C1 (stereo not given)	2.4	-6.8	0.9	12.1	11.9	-13.2	-0.2	-7.6	-17.7	1.0	3.5
CCc1ccc(C2C(C(=O)O)c3ccccc3C(=O)N2C)cc1 (stereo not given)	-0.7	-4.5	-17.3	3.0	7.7	7.4	-1.6	13.0	4.5	-6.3	1.1
CN1C/C(=N\S(=O)(=O)c2ccccc2)N(C)C1=O	2.0	10.2	5.8	-10.9	1.6	-19.5	0.9	-2.0	-1.0	-4.2	11.7
Cc1snc(S(=O)(=O)/C(C#N)=N\Nc2ccccc2)c1C#N	1.2	-10.1	-6.7	3.9	11.8	-14.5	0.3	1.8	-0.9	-1.0	-7.5
Cc1ccc(CC(=O)Nc2cc(C)ccn2)cc1	8.7	-14.6	-8.5	12.5	2.0	-72.8	-1.2	-0.9	-9.3	-5.9	-10.6
Cc1ccc(CN(CC(=O)NC(C)(C)C)C(=O)CNC(=O)c2cccs2)cc1	9.8	17.9	13.6	-17.3	2.5	-8.1	0.6	3.8	5.2	-21.8	-12.5
CCOC(=O)N1CCN(C(=O)CNS(=O)(=O)c2cccs2)CC1	-8.9	-14.8	-30.6	11.8	9.2	-18.7	-1.9	1.4	-12.8	0.6	-4.7
O=C(CN1CCCCC1)N1CCc2ccccc21	-0.4	-2.3	-23.5	10.0	5.6	1.4	1.1	2.2	20.0	0.6	0.0
CC(/C=C1\SC(=S)N(NC(=O)c2cccc(O)c2)C1=O)=C\c1ccccc1	2.6	-1.1	2.6	-12.5	9.8	6.2	9.8*	2.6	-10.1	1.6	11.3
O=C(CN1C(=O)CCC1=O)Nc1nc(-c2cccs2)cs1	-3.1	-1.6	1.4	-1.4	5.3	-10.5	1.2	-4.1	-6.7	5.5	-6.9
Cc1cc(=O)oc2cc(OCC(=O)OCC(=O)NC3CC3)ccc12	1.6	-0.9	-34.6	-9.3	0.8	-12.6	-1.3	-2.7	-1.0	0.1	-4.8
O=C(Nc1ccon1)c1nc[nH]c1C(=O)N1CCN(c2ccccc2)CC1	1.2	-4.8	-10.9	-4.4	9.4	-23.9	-1.0	1.5	-22.0	5.6	0.6
CC1(C)CC(=O)C=C(c2n[nH]nc2C2CC2)C1	8.1	10.3	1.1	-4.7	-2.2	8.7	1.7	-7.5	-7.4	1.6	-3.5
